# Salmonella PhoP GFP: inhibitors of PhoP regulon expression, primary screen, Salmonella Typhimurium, GFP reporter (AID 1863); S. Typhimurium PhoP-regulated promoter GFP reporter, 4 h; higher % means a stronger effect; inhibition, % at 50 µM; hits with a dose series show IC50 in µM; 300,000 tested, 0.16% active;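 active = inhibition over 29.93%, a cutoff 3 SD above the screen mean, later confirmed by dose response; inconclusive = inhibition over 29.93% but no dose response follow-up; inactive = inhibition at most 29.93% or unconfirmed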;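 note: 0% = low Mg2+ inducing control and 100% = high Mg2+ repressing control; strong numbers were not always called active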
# GPR55 activation: GPR55 agonists via beta-arrestin recruitment, primary screen, imaging, U2OS cells, beta-arrestin-GFP redistribution (AID 1961); G-protein coupled receptor 55 (Homo sapiens); U2OS GPR55 beta-arrestin-GFP redistribution imaging; higher % means a stronger effect; activation, % at 10 µM; hits with a dose series show EC50 in µM; 290,000 tested, 0.048% active;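 active = activation above 40% with more than 50 cells counted in the well; inconclusive = wells holding fewer than 50 cells, flagged as toxic or sparse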;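 note: U2OS osteosarcoma cells stably expressing GPR55 and beta-arrestin-GFP; plate controls were DMSO negative control for no effect and LPI positive control for full effect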
# NTR1 ag: agonists of NTR1, primary screen, imaging, U2OS cells, beta-arrestin-GFP, high content (AID 493036); NTR1-U2OS beta-arrestin-GFP spot imaging, agonist mode; activation, % at 20 µM; 330,000 tested, 0.17% active;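 active = activation at or above 40% of the spot to cytoplasm intensity ratio, with at least 20 cells analyzed; inconclusive = wells under 20 cells, flagged as cytotoxic or low count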;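 note: 0% = DMSO without peptide and 100% = 100 nM NTR1 peptide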
# Target sequence (P30989 whole entry, looked up): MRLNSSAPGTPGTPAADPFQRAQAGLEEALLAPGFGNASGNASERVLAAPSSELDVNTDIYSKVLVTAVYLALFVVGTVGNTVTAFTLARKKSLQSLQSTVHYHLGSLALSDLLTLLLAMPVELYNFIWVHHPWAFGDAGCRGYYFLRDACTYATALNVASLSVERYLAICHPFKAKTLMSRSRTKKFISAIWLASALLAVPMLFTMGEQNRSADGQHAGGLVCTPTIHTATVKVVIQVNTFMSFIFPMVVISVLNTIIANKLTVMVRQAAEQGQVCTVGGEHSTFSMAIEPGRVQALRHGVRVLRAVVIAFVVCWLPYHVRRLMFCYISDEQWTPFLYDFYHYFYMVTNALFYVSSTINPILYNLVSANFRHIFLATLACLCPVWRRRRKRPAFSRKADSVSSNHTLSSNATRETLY
# KOR beta-arrestin-1: KOR agonists, beta-arrestin recruitment, primary screen, cell-based, luminescence, uHTS (AID 1777); KOR beta-arrestin recruitment, luminescence; higher % means a stronger effect; activation, % at 10 µM; hits with a dose series show EC50 in µM; 280,000 tested, 0.02% active; in the data active = activation above about 50%, passing the limit was not always enough; note: a part of the inactive calls stands beside numbers as strong as those of hits
# T cell HTS: modulators of CD8 T cell-vesicle binding, primary screen, mouse 2C CD8+ T cells, flow cytometry | 330,000 tested, 0.068% active | 2C CD8+ T cell-vesicle binding; stronger effect = lower value | AID 2052, 2009 | calls only at 7 µM;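 active = response, share of CD8 T cells binding vesicles, and their 90th percentile fluorescence all below set limits, cut at about 80% in these data, passing the limit was not always enough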
#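 Material: 2C TCR transgenic mouse naive CD8+ T cells, MACS-purified. Also added: QL9-charged Drosophila Ld/ICAM-1/B7-1 vesicles. Timing: binding 1.5 h at 37 °C. Measured by: high-throughput flow cytometry with anti-B7-1 and anti-CD8 staining. Read-out: percent CD8+ FL2 mean versus row control. Controls: Unloaded micro-vesicles (low), QL9 vesicles with 0.7% DMSO (high).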
# West Nile virus CPE: West Nile virus antiviral activity, cell-based, CPE readout (AID 1621); West Nile virus-infected cells, CPE inhibition; higher % means a stronger effect; one-dose CPE inhibition, % at 10 µM; IC50 in µM for titrated hits; 290,000 tested, 0.02% active; in the data active = a potency from the dose series; inconclusive = CPE inhibition mostly from about 3.7% at the one dose, without a potency; inactive = the rest, 99 in 100 with CPE inhibition below about 2.2%; note: strong numbers were not always called active
# GPR35 arrestin U2OS: GPR35 antagonists blocking zaprinast-driven arrestin recruitment, primary screen, imaging, U2OS, beta-arrestin-GFP, zaprinast agonist (AID 2058); G-protein coupled receptor 35 (Homo sapiens); U2OS GPR35 beta-arrestin-GFP translocation imaging, zaprinast antagonism; higher % means a stronger effect; inhibition, % at 10 µM; hits with a dose series show IC50 in µM; 290,000 tested, 0.052% active;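 active = inhibition of at least 50% with at least 30 cells and total cytoplasm GFP at most 10,000,000; inconclusive = under 30 cells or total GFP of 10,000,000 plus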
# GPR55 LPI antagonism: GPR55 antagonists blocking LPI-driven arrestin recruitment, primary screen, imaging, U2OS, beta-arrestin-GFP, LPI agonist (AID 2013); G-protein coupled receptor 55 (Homo sapiens); U2OS GPR55 beta-arrestin-GFP translocation imaging, LPI antagonism; higher % means a stronger effect; inhibition, % at 10 µM; hits with a dose series show IC50 in µM; 290,000 tested, 0.13% active;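 active = spots per cell inhibited over 60%, with over 100 cells counted and total cytoplasm intensity under 500,000; inconclusive = wells with under 100 cells, flagged as likely toxic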;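 note: U2OS cells stably carrying GPR55 and arrestin-GFP stimulated by 5 µM LPI near EC80; imaged beta-arrestin-GFP aggregate spots per cell after agonist stimulation; plate controls were LPI-stimulated DMSO wells for no effect and DMSO wells without LPI for full effect; some results filed as inactive read as strong as hits; confirmed hits need IC50 under 10 µM and bright autofluorescent wells are also inconclusive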
# KOR beta-arrestin-2: KOR antagonists, beta-arrestin recruitment, cell-based, luminescence, uHTS (AID 1778). Kappa-type opioid receptor (Homo sapiens). KOR beta-arrestin recruitment, luminescence, antagonist mode; higher % means a stronger effect. inhibition, % at 10 µM; hits with a dose series show IC50 in µM. 290,000 tested, 0.091% active; in the data active = inhibition above about 50%; note: strong numbers were not always called active
# T cell HTS vesicle-bound %: second read-out of T cell HTS, no call of its own (marks repeat the call); double positive events, %; measured here: CD8+ vesicle-bound cell fraction;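 binding gate set so that unloaded-vesicle control wells show 10% double positive cells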
# NTR1 ag cell count 20 µM: recorded beside NTR1 ag, whose call it bears; cell count; measured here: cell count, cytotoxicity flag
# * = called active by the depositor; i = inactive; u = inconclusive; x = not tested or not shown; [ ] = remark or other dose.
# Results follow in this order: GPR55 LPI antagonism	West Nile virus CPE	T cell HTS	GPR55 activation	Salmonella PhoP GFP	GPR35 arrestin U2OS	KOR beta-arrestin-2	T cell HTS vesicle-bound %	NTR1 ag cell count 20 µM	KOR beta-arrestin-1	NTR1 ag
CCOC(=O)c1ccc(-n2c(CN3CCN(CC)CC3)nc3ccc([N+](=O)[O-])cc3c2=O)cc1
 : 10.9%	-0.1%	i	0.1%	3.8%	-6.2%	-5.6%	32.2	51	-6.4%	3.9
O=C1CSC(=S)N1/N=C/c1c(F)cccc1F
 : -11.0%	0.0%	i	0.2%	5.6%	9.5%	-5.4%	51.3	58	-2.5%	1.1
COc1cccc(OCc2nnc3n2N=C(c2ccccc2)C(CC(=O)O)S3)c1 (centres undefined)
 : 4.6%	-0.1%	i	0.2%	4.1%	3.2%	18.1%	42.9	51	2.0%	0.6
CCOC(=O)C(CCCOc1ccc(C)cc1)C(=O)OCC
 : 2.9%	0.1%	i	0.0%	7.3%	24.7%	31.6%	49.2	37	-8.7%	0.5
CCOC(=O)c1cc(C(=O)Nc2ccc(S(=O)(=O)Nc3ccc(OC)cc3)cc2)nn1C
 : 15.6%	-1.1%	i	0.3%	-5.5%	-0.8%	0.9%	20.4	42	0.2%	2.8
COc1cc(C(c2c(O)cc(C)[nH]c2=O)c2c(O)cc(C)[nH]c2=O)ccc1O
 : 1.6%	-0.3%	i	0.0%	10.1%	1.9%	-15.1%	49.1	81	-4.0%	-2.1
COCCCn1c(=O)c2sccc2n2c(CCCC(=O)N3CCN(c4ccccn4)CC3)nnc12
 : 13.8%	0.2%	i	-0.1%	-6.3%	-6.6%	-4.2%	23.7	65	-5.0%	-0.3
CC(NC(=O)COc1ccccc1-c1ccccc1)c1ccccc1 (centres undefined)
 : 2.7%	0.7%	i	0.1%	12.5%	-0.3%	19.7%	45.7	76	7.4%	16.8
Nc1n[nH]c2cc(=O)n(-c3ccc(Cl)cc3)nc12
 : 2.2%	-0.1%	i	-0.1%	-0.4%	-16.5%	-68.5%[20 µM]	55.0	97	2.8%	1.9
O=C(NC1CCCCC1)c1cc(-c2cccc(Cl)c2)on1
 : 8.2%	-0.1%	i	0.0%	2.6%	-2.3%	-12.6%	21.3	50	0.1%	1.3
CCC(=O)Nc1ccc(S(=O)(=O)Nc2ccccn2)cc1
 : -4.0%	0.6%	i	0.6%	1.9%	14.0%	-10.5%[20 µM]	63.1	47	-0.9%	0.7
COC(=O)[C@@H]1C[C@@]2(O)[C@@H](O)[C@@H](O)[C@@H](O)C[C@H]2N1C/C=C/c1ccccc1
 : 4.9%	0.9%	i	-0.1%	5.2%	28.5%	18.2%	6.8	106	-3.0%	-5.0
COc1ccc(N2CCN(C(=O)CCNC(=O)c3ccc(C(C)(C)C)cc3)CC2)cc1
 : 6.1%	-1.5%	i	0.2%	4.4%	-10.6%	-3.6%	19.3	40	-3.7%	2.0
COC(=O)C1CCN(C(=O)COC(=O)CC(NC(N)=O)c2ccc(Cl)cc2)CC1 (centres undefined)
 : 1.5%	0.5%	i	0.2%	-2.6%	3.0%	-8.5%	52.4	66	1.8%	1.7
Cc1ccc(CSCC(=O)NCc2cccs2)cc1
 : 0.7%	0.0%	i	-0.3%	1.4%	-9.0%	12.0%	41.3	58	-3.4%	0.2
O=C(CNC1CCCCC1)Nc1ccc([N+](=O)[O-])cc1C(=O)Nc1ccccc1F
 : -4.6%	-1.3%	i	0.1%	-0.3%	-21.6%	20.1%	22.9	59	-2.7%	4.2
CC(C)(C)n1nc(Cc2cccc3ccccc23)c(C#N)c1N
 : x	-0.5%	i	x	-5.7%	x	x	37.5	103	x	-4.8
c1ccc2c(c1)OCCOCCOCCOCCOc1ccccc1OCCOCCOCCO2
 : 23.9%	0.3%	i	0.4%	-10.2%	12.9%	25.8%	36.9	59	2.9%	0.3
CCc1cc2c(C)ccc(C)c2nc1SCC(=O)Nc1c[nH]c(=O)[nH]c1=O
 : 8.2%	u	i	0.3%	4.1%	-18.2%	-49.4%	31.1	57	10.4%	0.8
COc1ccc(CCNC(=O)Cn2cc(C(F)(F)F)cc(Cl)c2=O)cc1
 : 10.4%	-0.6%	i	0.5%	7.5%	-0.7%	-25.1%	20.7	67	-1.1%	-1.0
C/C(=N\NC(=O)CC#N)c1cc2ccc(O)cc2oc1=O
 : 7.4%	0.7%	i	-0.1%	8.1%	-9.8%	28.2%[20 µM]	40.6	61	0.9%	1.5
O=C(NC(=S)N1CCCC1)c1ccccc1Cl
 : 7.7%	0.4%	i	0.0%	1.0%	-3.8%	-15.9%	64.0	61	5.9%	0.2
CCOc1ncccc1C(=O)N1CCN(S(=O)(=O)c2ccccc2)CC1
 : 3.4%	0.3%	i	0.0%	5.8%	1.0%	-5.7%	23.5	56	3.6%	3.0
Cc1cc(C)c(OCCN2CCCC2)c(Cl)c1
 : 2.8%	-0.3%	i	-0.1%	9.0%	11.9%	22.9%	56.9	56	-1.6%	-0.4
Cc1cc(C(=O)CSc2ccc3c(c2)OCCO3)c(C)n1C1CC1
 : 4.6%	-0.9%	i	-0.3%	27.0%	-7.5%	-71.8%	12.8	59	7.4%	1.2
Cc1ccc(NC(=O)C(C)c2ccc(-c3ccccc3)c(F)c2)c(C)c1 (centres undefined)
 : 6.4%	-0.2%	i	-0.1%	-2.0%	3.9%	-38.1%	64.3	37	1.9%	6.2
CCCCC(=O)Nc1ccc(C(=O)NNC(=O)CCCOc2ccc(Cl)cc2Cl)cc1
 : 0.4%	-0.2%	i	1.2%	4.2%	-9.1%	-18.4%	45.6	43	-2.5%	-1.0
CCOC(=O)CSc1nnc(-c2cccc(Br)c2)o1
 : 13.0%	1.2%	i	0.0%	-0.9%	7.2%	-12.0%	40.0	34	4.2%	1.5
COC(=O)CN1CCN(C(c2ccccc2)c2ccccc2)CC1
 : -5.4%	-0.8%	i	0.1%	2.6%	2.1%	13.3%	12.7	86	0.5%	-1.1
COc1ccc(C(=O)n2nc(-c3ccc(OC)cc3)nc2N)cc1
 : 1.8%	0.6%	i	-0.3%	0.6%	-3.7%	-20.3%	37.0	48	20.6%	8.2
CCOc1cc(C)c(Cl)cc1S(=O)(=O)NCc1ccco1
 : 3.8%	2.5%	i	0.3%	4.3%	-12.0%	-56.2%	49.4	60	1.4%	-0.2
CCOC(=O)c1c(S(=O)(=O)NCC(=O)NCc2ccccc2Cl)c(C)n(C)c1C
 : -21.0%	-0.7%	i	-0.2%	-0.9%	1.0%	-15.8%	30.4	55	8.6%	1.5
COc1ccccc1OCC(O)Cn1c(=N)n(CCN2CCCCC2)c2ccccc21 (centres undefined)
 : 4.7%	-1.5%	i	1.4%	-6.7%	-0.8%	x	21.6	82	x	1.9
Fc1ccc(/C=C\c2nccc3c2[nH]c2ccccc23)cc1
 : 3.6%	1.7%	i	-0.1%	-5.0%	-17.3%	-12.9%[20 µM]	3.4	52	-5.5%	15.3
O=C(N/N=C/c1cccc(OC(=O)N2CCOCC2)c1)c1cccs1
 : -1.1%	-0.2%	i	0.5%	0.8%	4.5%	-14.5%	45.9	92	4.1%	-0.3
O=S(=O)(c1ccccc1)N(Cc1nc(-c2ccccc2)no1)C1CCCCC1
 : 9.4%	-0.5%	i	-0.1%	-5.1%	4.1%	39.9%	47.0	55	-1.1%	2.3
Cc1nc(C(F)(F)F)c(C(=O)N=CN(C)C)s1
 : 4.0%	0.1%	i	-0.1%	-7.7%	-14.3%	-13.4%[20 µM]	27.7	43	-2.2%	0.6
COc1cc(C=O)ccc1OCc1cccc(Br)c1
 : -5.3%	1.9%	i	-0.2%	2.1%	-2.4%	17.4%	44.3	61	-1.6%	-2.1
Cn1nnc(NC(=S)NC(=O)c2cccs2)n1
 : 9.5%	-0.1%	i	-0.4%	2.7%	3.9%	x	46.2	50	0.1%	-1.5
CCOC(=O)Cc1csc(NS(=O)(=O)c2ccc(Br)cc2)n1
 : 0.8%	-0.2%	i	-0.1%	-5.7%	-5.3%	-11.3%	45.8	28	5.2%	2.3
O=C(NC1CCCC1)c1c[nH]c2ccc(F)cc2c1=O
 : 1.9%	1.8%	i	0.0%	-11.5%	-13.5%	11.1%	48.9	61	1.4%	0.0
COc1ccc(Cc2nc3ccccc3n2CC(=O)N/N=C/c2ccc(O)cc2)cc1OC
 : 7.2%	0.4%	i	1.4%	15.1%	3.2%	x	46.2	96	x	-0.3
CCOc1cc(/C=C2\SC(=Nc3ccccc3)N(c3ccccc3)C2=O)ccc1OCC(=O)O
 : 3.9%	0.7%	i	0.1%	-5.3%	-10.1%	-2.7%	44.9	45	1.3%	1.8
CNC(=O)CSc1nc2cccnc2n1-c1ccc(F)cc1
 : -8.7%	-0.6%	i	0.3%	7.0%	13.5%	23.9%	34.0	56	-4.9%	0.2
Cc1cnn(C(=S)NCC2CCCO2)c1 (centres undefined)
 : 2.3%	0.3%	i	-0.2%	1.1%	3.3%	3.4%	22.1	88	-0.6%	-0.6
CN(C)S(=O)(=O)c1cccc(C(=O)NCc2ccco2)c1
 : -7.1%	-0.3%	i	0.0%	13.5%	-3.3%	27.2%	25.4	74	-7.0%	4.2
CCCn1nnc(NC(=O)c2ccco2)n1
 : 7.3%	-0.3%	i	0.0%	7.8%	10.7%	6.6%	6.8	53	-1.7%	-0.7
C=Cc1ccc(CN2CCCN(Cc3ccc(Cl)cc3)S2(=O)=O)cc1
 : -2.8%	0.8%	i	0.0%	-4.7%	10.7%	-10.6%	52.2	106	-0.5%	-0.8
COc1ccc(OC)c(NC(=O)c2oc3ccccc3c2NC(=O)C2CC2)c1
 : 6.9%	-0.1%	i	0.3%	-1.8%	-6.3%	-13.0%	69.0	100	-0.8%	1.4

# From PubChem BioAssay
